Dyrk1A ADPGlo – rat Dyrk1A kinase inhibitors, primary screen, biochemical, single point, plate reader; ADP-Glo luminescence, NFATc1 peptide; inhibition, % at 12.5 µM; actives 0.43% (n = 310,000); AID 504441, 2011; in the data active = inhibition above about 50%;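 note: plate controls were vehicle with enzyme for no effect and no enzyme for full effect; many of its hits are not listed in these tables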
HDAC3 inh – HDAC3 deacetylase inhibitors, primary screen, biochemical, fluorescence, cell-free homogeneous. Histone deacetylase 3 (Homo sapiens), O15379. recombinant HDAC3, fluorogenic peptide/trypsin coupled. inhibition, % at 8.3 µM. actives 0.15% (n = 320,000). AID 2718, 2010; in the data active = inhibition above about 26%, passing the limit was not always enough; inconclusive = no clear call, values can overlap the other calls
HSF1 inhib – HSF1 inhibitors in luciferase reporter cells, primary screen, cell-based, NIH3T3, luminescence; NIH3T3-HGL HSE-luciferase, MG132-induced, luminescence 8 h; hits give low values; activity change, negative = inhibition, % at 7.5 µM (by protocol); actives 0.77% (n = 300,000);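 active = more than half of replicate wells show activity change below -50%, luminescence cut by over half; inconclusive = some wells, but at most half, below -50%; inactive = no replicate well below -50%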;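 note: luciferase reports HSF-1 transcriptional activity via heat shock element; 0% = median of DMSO wells and -100% = zero luminescence signal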
PolyA inh – polyadenylation inhibitors in yeast reporter cells, primary screen, luminescence, S. cerevisiae | S. cerevisiae SKY197-pL101 polyadenylation reporter, beta-gal luminescence; efflux-impaired pdr1/pdr3 knockout yeast; score 100 = 6 SD above DMSO | calls only at 12 µM | actives 0.02% (n = 300,000) | AID 1875, 2009;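 active = lowest replicate activity score at least 50, where 100 means six control SD above control mean; inconclusive = lowest score under 50 but half or more replicates reach 50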;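 note: yeast exposed to compound for 9 h at 30 °C; higher score means more reporter readthrough which indicates perturbed polyadenylation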
GSK3A inh – blockers of GSK3A enzyme activity – biochemical, luminescence, cell-free homogeneous, HTS, primary screen | Glycogen synthase kinase-3 alpha (Homo sapiens), P49840 | GSK-3 alpha kinase, ADP-Glo luminescence, 60 min | inhibition, % at 10 µM | actives 0.1% (n = 320,000);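 in the data active = inhibition above about 50%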;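 note: GST-tagged GSK-3 alpha with peptide substrate and 25 µM ATP; 0% = DMSO neutral wells and 100% = GW8510 positive control wells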
Target sequence (P49840 whole entry, looked up): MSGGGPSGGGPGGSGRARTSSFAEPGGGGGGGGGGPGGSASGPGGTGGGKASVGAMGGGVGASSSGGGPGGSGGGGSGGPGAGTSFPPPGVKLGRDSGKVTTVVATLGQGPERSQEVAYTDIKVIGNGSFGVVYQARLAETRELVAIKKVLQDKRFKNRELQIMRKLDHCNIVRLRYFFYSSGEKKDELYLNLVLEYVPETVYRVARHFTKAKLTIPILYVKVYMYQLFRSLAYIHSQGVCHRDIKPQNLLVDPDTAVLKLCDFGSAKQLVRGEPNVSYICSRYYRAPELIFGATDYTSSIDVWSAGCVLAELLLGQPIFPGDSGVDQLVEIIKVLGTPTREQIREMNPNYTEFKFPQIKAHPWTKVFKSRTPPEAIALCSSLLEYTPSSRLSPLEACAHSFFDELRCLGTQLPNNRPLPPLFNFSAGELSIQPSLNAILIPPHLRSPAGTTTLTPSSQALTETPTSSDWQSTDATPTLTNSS
HSP90 inh – HSP90 inhibitors, primary screen, cell lysate, luminescence | Heat shock protein HSP 90 (rabbit reticulocyte lysate; luciferase refolding) | Rabbit reticulocyte lysate, luciferase refolding luminescence, 3 h | inhibition, % at 5.6 µM | actives 0.91% (n = 290,000);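 active = inhibition above the screen-wide mean plus 3 SD, computed separately per campaign, cut at about 16% in these data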;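 note: 0% = DMSO wells and 100% = 60 µM geldanamycin wells; inhibitors lower the luminescence because luciferase stays unfolded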
HSF-1 act – HSF-1 activators, primary screen, NIH3T3-HGL cells, MG132 stress, luminescence, single point; actives 1.7% (n = 300,000); AID 504408, 2011; NIH3T3-HGL HSF-1 luciferase reporter, 8 h; 100% = twice DMSO control signal; activation, % at 9 µM;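 active = mean replicate activation of at least 50% with a set share of replicates each reaching 50%; inconclusive = only one of those two conditions met; inactive = mean below 50% and too few replicates reaching it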;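 note: 0% = median of the neutral control wells and 100% = twice that signal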
GSK3B inh – human GSK3beta kinase inhibitors, primary screen, biochemical, cell-free homogeneous, HTS; GST-GSK3beta kinase, ADP-Glo luminescence, 60 min; hits give low values; activity score (negative = inhibition), % at 10 µM; Glycogen synthase kinase-3 beta (Homo sapiens), P49841; actives 0.038% (n = 300,000);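 active = more than half of replicate wells score below -50%, meaning over 50% inhibition versus plate controls; inconclusive = some replicates but at most half score below -50%; inactive = no replicate scores below -50%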;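 note: 0% = median DMSO wells and -100% = median GW8510 positive control wells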
Target sequence (P49841 whole entry, looked up): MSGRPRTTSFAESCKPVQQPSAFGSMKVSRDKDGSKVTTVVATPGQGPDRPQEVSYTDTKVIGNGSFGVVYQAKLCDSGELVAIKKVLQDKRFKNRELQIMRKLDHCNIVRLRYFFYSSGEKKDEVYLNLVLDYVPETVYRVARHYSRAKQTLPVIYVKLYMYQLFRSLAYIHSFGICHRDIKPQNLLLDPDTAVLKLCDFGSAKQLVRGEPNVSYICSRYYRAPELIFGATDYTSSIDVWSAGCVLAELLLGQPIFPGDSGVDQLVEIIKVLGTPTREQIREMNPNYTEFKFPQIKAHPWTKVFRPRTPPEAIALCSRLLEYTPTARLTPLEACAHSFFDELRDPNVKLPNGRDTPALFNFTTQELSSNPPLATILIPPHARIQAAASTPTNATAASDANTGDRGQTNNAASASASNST
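Test system: GST-fused GSK3beta enzyme, cell-free | Quantity: 1.6 ng GST-GSK3beta enzyme per well | Reagent: 25 µM ATP with peptide substrate | Schedule: 60 min enzyme reaction, room temperature | Signal: Luminescent ADP-Glo measurement of ADP formed | Read-out basis: Score relative to plate controls | Control set: DMSO and 20 µM GW8510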
AI-2 QS modul – Vibrio harveyi AI-2 quorum sensing modulators, primary screen, JMH597 strain, luminescence/OD600 ratio. Vibrio harveyi JMH597 AI-2 luminescence/OD600 ratio, 9 h; hits give low values; strain lacks LuxN and CqsS sensors; 0 = neutral-control median. activity change, % at 7.5 µM. actives 0.4% (n = 300,000). AID 2094, 2009; in the data active = activity change below about -75%, passing the limit was not always enough; inconclusive = no clear call, values can overlap the other calls;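 note: luminescence divided by OD600 gain over 9 h not by final OD600 alone; inactives centre near 13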
Platelet DG rel – inhibitors of platelet dense granule secretion, primary screen, cell-based, MLPCN, human platelets | inhibition, %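 (compounds screened at 7.5 µM in platelet-rich plasma)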 | human platelet-rich plasma, SFLLRN dense granule ATP release, luminescence | actives 0.22% (n = 300,000) | AID 1663, 2009;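 active = mean replicate score, as percent of positive control, at or above 50; inconclusive = mean below 50 but at least one replicate at or above 50; inactive = mean and every replicate below 50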
* = called active by the depositor; i = inactive; ? = inconclusive; . = not tested or not shown. This is a subset. The share of hits here may be higher or lower than overall.

SMILES	Dyrk1A ADPGlo	HDAC3 inh	HSF1 inhib	PolyA inh	GSK3A inh	HSP90 inh	HSF-1 act	GSK3B inh	AI-2 QS modul	Platelet DG rel
COCCn1c(C2CCCCC2)nc2sc3ccccc3c(=O)c2c1=O	4	1	-1	i	-1	-4	10	-2	14	-1
CC1CCN(S(=O)(=O)c2nnc(NC(=O)c3ccccc3Br)s2)CC1	-3	7	-10	i	-9	2	-19	2	47	4
c1ccc(Nc2nc(-c3ccccc3)ns2)cc1	1	7	23	i	-1	4	59*	1	-5	-26
COc1ccc(-n2cnc3cc(NS(=O)(=O)c4ccc(C)cc4)ccc32)cc1	4	0	.	.	4	-2	.	.	.	.
Cn1c(=O)c2cc(S(=O)(=O)N3CCC(c4ccccc4)CC3)ccc2n(C)c1=O	-5	-2	-6	i	1	1	2	0	10	1
CSC(C(=O)c1cc2ccccc2o1)c1ccccc1 (centres undefined)	0	-1	16	i	0	.	35	-1	4	6
CC1CCN(C(=O)c2cc(N3C(=O)C4C5CCC(C5)C4C3=O)ccc2Cl)CC1 (centres undefined)	.	2	7	i	-3	-2	0	1	8	0
COC(=O)c1ccc(-c2ccco2)n1Cc1nc(-c2ccc(OC)c(OC)c2)oc1C	-2	8	7	i	5	1	4	1	30	2
CN(CC(=O)Nc1ccncc1)S(=O)(=O)c1ccc(Cl)cc1	2	-3	-6	i	1	0	-2	-3	9	2
CCC(C)N(C(=O)CSc1nc2ccc(OC)cc2[nH]1)C1CCS(=O)(=O)C1 (centres undefined)	5	-3	-2	i	-1	.	-2	-1	17	3
CCC(CO)n1c(=S)[nH]c2cc(OC)c(OC)cc2c1=O (centres undefined)	2	3	-3	i	0	1	3	3	18	1
Cc1ccc(NC(=O)c2nc(C)n(-c3ccc([N+](=O)[O-])cc3)n2)cc1	-1	2	-6	i	-3	1	-12	2	11	-2
C/C(=N/NC(=O)c1nnn(-c2nonc2N)c1COc1ccccc1)c1ccc(O)cc1	7	4	-7	i	-1	0	-2	-3	34	-1
CC(=O)C1=C(O)C(=O)N(c2ccc(Br)cn2)C1c1cccc([N+](=O)[O-])c1 (centres undefined)	13	1	-7	i	9	5	6	-2	9	21
Cc1ccc(NC(=O)CN2CCN(CCN=CC3=C(O)CC(c4ccccc4)CC3=O)CC2)cc1 (centres undefined)	-7	0	7	i	-4	-3	-4	-3	26	-3
Cc1ccc(C)n1-c1ccc(C(=O)N2CCOCC2)cc1	-40	11	-12	i	-1	-2	-4	-2	9	2
Cc1c(CCC(=O)N[C@@H](C)C(=O)O)c(=O)oc2cc3oc4c(c3cc12)CCCC4	7	2	-34	i	0	3	-42	1	6	5
CCCCn1c(=O)n(C)c(=O)c2c3c(sc21)COC(C)(C)C3	-3	-4	-1	i	1	-4	15	-1	2	-4
Cc1ccc(NC(=O)COC(=O)Cn2cnc3ccccc32)cc1S(=O)(=O)N(C)C	-1	-2	-83*	i	-5	-1	-85	-1	21	-5
O=C(Cn1nnc(-c2ccccc2)n1)NNC(=O)c1cccc([N+](=O)[O-])c1	-2	-2	-9	i	-3	-4	-7	-1	4	0
CCOc1ccc(C(=O)NC2CCN(CC(=O)NCc3ccccc3)CC2)cc1	-7	-1	-9	i	-2	-2	-25	.	.	-1
Cc1ccccc1C(=O)Nn1c(C)ccc1C	.	0	7	i	0	2	3	-1	-2	-5
CCOc1ccc(N2C(=O)CC(N3CCN(c4ccc(Cl)cc4)CC3)C2=O)cc1 (centres undefined)	.	-2	7	i	0	3	0	-2	28	0
Cc1cc(C)nc(NS(=O)(=O)c2ccc(NC(=S)NC(=O)C3CCCC3)cc2)n1	5	1	8	i	2	0	-18	-9	37	10
O=C(CCCSc1nc2ccccc2[nH]1)N1CCN(c2ccccc2)CC1	-2	-4	6	.	0	3	7	3	17	-6
Additional structures follow.
SMILES	Dyrk1A ADPGlo	HDAC3 inh	HSF1 inhib	PolyA inh	GSK3A inh	HSP90 inh	HSF-1 act	GSK3B inh	AI-2 QS modul	Platelet DG rel
c1ccc(-n2nnnc2Cc2nnnn2-c2ccccc2)cc1	11	-8	4	i	1	3	17	-3	34	19
COc1ccc(N(C(=O)CNC(=O)c2ccco2)C(C(=O)NCC2CCCO2)c2ccccc2)cc1OC (centres undefined)	1	2	14	i	-1	-2	36	2	11	-1
COc1cc(/C=N/NC(=O)c2ccncc2)ccc1OCC(=O)Nc1ccc(C)c(C)c1	-6	2	3	i	-1	1	13	3	46	-1
COc1ccc(CNC(=O)Cc2ccc(OC)c(S(=O)(=O)N3CCOCC3)c2)cc1	4	-1	-32	i	0	0	-44	-2	28	-5
CCCCC(CC(C)O)c1n[nH]c(=S)n1-c1ccccc1 (centres undefined)	8	7	0	i	2	-1	21	7	2	-6
COc1ccc(C(=O)Nc2c(N)nc(SCC(=O)Nc3ccc(C(C)=O)cc3)[nH]c2=O)cc1	-7	1	6	.	-2	1	13	4	13	22
CCC(=O)NC(NC(=S)Nc1ccccc1Br)C(Cl)(Cl)Cl (centres undefined)	3	?	-6	i	-2	-1	10	1	11	-1
O=C1CCCc2oc3ccc(O)cc3c21	12	1	-11	i	2	-2	-2	3	11	-1
S=C(NNc1ccc2ccccc2c1)NC1CCCCC1	6	-1	-9	i	2	4	-14	1	7	-9
CCc1ccc2nc(SCC(=O)N3CC(=O)Nc4ccccc43)c(C#N)cc2c1	7	-1	11	i	3	-2	-12	.	.	.
Cc1cccc(N2CCN(S(=O)(=O)c3ccc4c(c3)CC(C)N4C(=O)C3CC3)CC2)c1C (centres undefined)	-2	-3	-4	i	-1	2	-10	0	29	-24
Cc1ccccc1CC1(CO)CCCN(C(=O)CCN2CCCO2)C1 (centres undefined)	-3	-3	2	i	1	2	-13	-1	10	7
COc1cc(/C=C/C(=O)OCC(=O)Nc2ccccc2Cl)cc(OC)c1OC	-1	-7	-9	i	-3	-1	10	0	9	2
COc1ccc(Oc2nccc(-c3ccc(F)cc3)c2C#N)cc1	4	-1	24	i	0	-5	13	-9	16	0
COc1ccc(Cc2nnc(NC(=O)c3cccs3)s2)cc1	0	3	8	i	-2	10	20	5	17	-1
COCCn1c(SCC(=O)c2c(N)n(C)c(=O)n(C)c2=O)nc2ccccc21	.	4	-4	i	-1	-9	11	2	6	11
Cc1ccc(S(=O)(=O)Cn2nnnc2C(CC(C)C)N2CCN(c3ccccc3)CC2)cc1 (centres undefined)	1	1	-3	i	-1	2	4	2	23	2
CC1(C)S[C@@H]2C(C(=O)OCc3ccccc3)NC(=O)N2C1C(=O)OCc1ccccc1 (some centres undefined)	.	4	5	i	-2	.	-3	-10	2	4
CC(CC(=O)O)CC(=O)Nc1ccc(S(N)(=O)=O)cc1 (centres undefined)	2	-7	-5	i	-1	2	-9	0	16	17
O=C(Nc1ccc(Cl)cc1F)c1cc(S(=O)(=O)N2CCCCC2)ccc1F	2	0	1	i	1	4	9	-2	-1	-23
CCC12CC3CC(C1)CC(C(=O)O)(C3)C2	-7	0	-3	i	2	6	-1	1	21	4
Cc1c(C(=O)N2CCCC2)sc(NC(=O)c2ccccc2)c1C#N	3	.	5	i	4	-1	30	2	-19	-2
COc1ccc(CC(NC(C)=O)C(=O)NC2CCN(C(=O)c3ccc(Cl)cc3)CC2)cc1 (centres undefined)	-3	.	7	i	.	1	6	2	26	0
COc1ccc(NC(=S)NC(C)Cc2cccs2)cc1 (centres undefined)	1	?	3	i	-2	-1	10	-2	19	-4
CCCCCCNC(=O)c1ncn[nH]1	0	-3	-4	i	-3	4	-16	-2	8	-11

Printed as active in HSF-1 act, of those listed so far:
SMILES	Dyrk1A ADPGlo	HDAC3 inh	HSF1 inhib	PolyA inh	GSK3A inh	HSP90 inh	HSF-1 act	GSK3B inh	AI-2 QS modul	Platelet DG rel
c1ccc(Nc2nc(-c3ccccc3)ns2)cc1	1	7	23	i	-1	4	59*	1	-5	-26

(continued)
SMILES	Dyrk1A ADPGlo	HDAC3 inh	HSF1 inhib	PolyA inh	GSK3A inh	HSP90 inh	HSF-1 act	GSK3B inh	AI-2 QS modul	Platelet DG rel
O=C1CC(N2CCN(Cc3ccc4c(c3)OCO4)CC2)C(=O)N1c1cccc(Cl)c1 (centres undefined)	-7	-2	.	i	2	-1	.	-3	13	0
O=C1N[C@@H](Cc2ccccc2)C(=O)N2[C@H]3Nc4ccccc4[C@@]3([C@]34C[C@H]5C(=O)N[C@@H](Cc6ccccc6)C(=O)N5[C@H]3Nc3ccccc34)C[C@@H]12	.	3	-7	i	1	.	4	1	9	0
O=C(COc1ccc(Cl)cc1Cl)N/N=C/c1ccc[nH]1	-6	0	6	i	2	-2	6	-1	34	11
CCCNc1ccc(S(=O)(=O)N(CC)CC)cn1	1	-6	0	i	-3	0	11	-3	30	17
CCOc1ccc(C2c3[nH]c4ccccc4c3C[C@H]3C(=O)N(C4CCN(Cc5ccccc5)CC4)CC(=O)N23)cc1OC (some centres undefined)	1	11	1	i	3	0	5	1	21	0
Cn1nc(C(=O)OCc2ccc(Br)cc2F)c2ccccc2c1=O	.	2	9	i	0	1	19	1	23	0
Cc1nc(C)n(CC(=O)N2CCCC(C(=O)c3cccc4ccccc34)C2)n1 (centres undefined)	0	3	4	i	-2	-1	16	-1	20	1
Cc1ccccc1C1CCCN(Cc2nc(C3CC3)no2)C1 (centres undefined)	-8	-1	6	i	1	3	-4	3	21	0
Cc1ccc(C(=O)NC(=S)NNC(=O)c2ccccc2O)cc1	2	0	5	i	0	-5	5	-1	14	-2
Cc1ccc(S(=O)(=O)N2CC(=NO)C2)cc1	1	-4	0	i	0	0	1	4	29	1
CCOc1ccccc1NC(=O)CSc1nnc2ccc(-c3cccnc3)nn12	3	-6	-9	i	10	-4	-5	-1	41	-5
O=C(NCCOC(=O)C1COc2ccccc2O1)c1cccnc1 (centres undefined)	-4	3	-3	i	-4	6	7	0	-7	-5
CCOc1ccc(S(=O)(=O)N(C)c2ccc(OCC(=O)N3CCOCC3)cc2)cc1	0	-2	-8	i	3	7	-5	1	3	0
O=[N+]([O-])c1ccc(-c2nc(=S)c3c(o2)CCCC3)cc1	-3	0	2	i	1	6	16	3	42	6
COc1ccc(CCNC(=O)CCCc2nnc3n(C)c(=O)c4sccc4n23)cc1OC	-5	-2	0	i	-2	2	9	-5	10	-5
